# FXN GAA850 act: activators of GAA850 frataxin (FXN) promoter; activation, % at 6 µM; hit rate 0.56% among 360,000; HEK293 lucGAA850 FXN promoter luciferase reporter, 24 h; percent of 10 µM SAHA response; AID 540364;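 active = activation above the average of all compounds screened plus 3 SD, cutoff fixed separately per campaign, cut at about 7.5% in these data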;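 note: 0% = DMSO wells and 100% = 10 µM SAHA wells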
# * hit, by the source's call. This is a subset; count on the stated rates, not on these rows.
SMILES,FXN GAA850 act
COc1ccc(-c2csc3ncnc(N4CCN(c5ccccc5[N+](=O)[O-])CC4)c23)cc1,2.6
Cc1nc2c(OCc3cccc(Cl)c3)cccn2c1N(C)CC1CC1,-2.6
Cn1ccnc1SCC(=O)Nc1ccc(Br)cc1C(F)(F)F,2.6
O=C(O)c1ccccc1Nc1ccc([N+](=O)[O-])c2nonc12,0.9
O=C(NCc1ccccc1Br)c1cccc2c1C(=O)c1ccc(N3CCC(Cc4ccccc4)CC3)cc1S2(=O)=O,0.8
COc1ccccc1N1CCN(C(=O)c2ccc3c(=O)n(Cc4ccc5c(c4)OCO5)c(=O)[nH]c3c2)CC1,1.7
CCCNC(=O)c1ccc2c(=O)c(O)c(-c3ccsc3)[nH]c2c1,-0.9
Cc1cccc(NC(=S)N/N=C/c2cccc([N+](=O)[O-])c2)c1,0.8
COc1cc(C[C@H](C)[C@H](C)Cc2ccc3c(c2)OCO3)ccc1O,1.7
CCOc1ccc2nc(NC(=O)C(CCSC)NS(=O)(=O)c3cccs3)sc2c1 (stereo unspecified),0.3
CCC1COCCS(=O)(=O)N1Cc1ccc(C)cc1 (stereo unspecified),0.5
CCCCOc1ccc(C(=O)N(Cc2ccco2)C2CCS(=O)(=O)C2)cc1 (stereo unspecified),-0.9
CCOCCCNC(=O)CN1C(=O)COc2ccc(S(=O)(=O)N3CCC(C)CC3)cc21,-0.1
O=C(NC1CC1)c1cc(-c2ccco2)nc2ccccc12,1.9
O=C(Nc1ccc(OC(F)(F)F)cc1)C1CCCN(S(=O)(=O)c2cnc[nH]2)C1 (stereo unspecified),-1.9
COc1cccc(C(=O)Nc2cccc3cccnc23)c1OC,3.4
O=C1c2ccccc2C(=O)N1CC1c2ccccc2CCN1C(=O)N1CCOCC1 (stereo unspecified),-1.8
COc1ccc(CNC(=O)c2ccc(Cl)c(S(=O)(=O)N3CCOCC3)c2)cc1OC,-3.1
CCCSc1nc(C)c(C(C)=O)cc1C#N,2.2
COc1ccc(S(=O)(=O)Nc2cc(C(=O)NC3CCCCCC3)ccc2N2CCOCC2)cc1,1.0
CC1CCN(C(=O)CN2C(=O)C(=O)c3ccccc32)CC1,13*
CS(=O)(=O)c1ccc(C(=O)OCC(=O)N(CCc2ccccc2)Cc2ccccc2)cc1,0.7
COC(=O)CCC(=O)OC1(C)C(=O)C2=CN(Cc3ccc4c(c3)OCO4)C(c3ccc(OC)cc3)=CC2=C(Br)C1=O (stereo unspecified),0.8
CN1CCN(C2=C(Cl)C(=O)N(c3ccc(Cl)cc3)C2=O)CC1,0.0
O=C1Cc2cc(NS(=O)(=O)c3cc(F)ccc3F)cc3c2N1CCC3,0.1

# Random excerpt: five records from the list
SMILES,FXN GAA850 act
CCCSc1nc(C)c(C(C)=O)cc1C#N,2.2
O=C(Nc1ccc(OC(F)(F)F)cc1)C1CCCN(S(=O)(=O)c2cnc[nH]2)C1 (stereo unspecified),-1.9
COc1cccc(C(=O)Nc2cccc3cccnc23)c1OC,3.4
O=C(NC1CC1)c1cc(-c2ccco2)nc2ccccc12,1.9
CCOc1ccc2nc(NC(=O)C(CCSC)NS(=O)(=O)c3cccs3)sc2c1 (stereo unspecified),0.3

# Continued:
SMILES,FXN GAA850 act
COc1ccc(-n2c(SCC#N)nnc2-c2ccc(NS(=O)(=O)c3ccc(C)cc3)cc2)cc1,-0.6
COc1ccc(NC(=O)COC(=O)c2cc3c(s2)CCC3)cc1,-0.9
COC(=O)Cc1cc(=O)n2[nH]c(C(F)(F)F)nc2n1,-0.6
O=c1c(Cl)nc2cc(Cl)ccc2n1CCNc1ncc(C(F)(F)F)cc1Cl,0.3
S=C(Nc1ccccc1)Nc1ccc(Cl)cn1,4.4
CCc1ccc(NC(=O)CN(C)S(=O)(=O)c2ccc3[nH]c(=O)oc3c2)cc1,-0.4
COc1ccccc1-c1nc(C(=O)NCC2CCCO2)cc2c1[nH]c1ccccc12 (stereo unspecified),-1.5
COc1ccccc1C(=O)Nc1nc2cc3c(cc2s1)OCCO3,3.5
CCOc1ccc(-c2cccc(NC(=O)COc3ccccc3)c2)nn1,-1.2
Cn1nnc2c(sc3nc(N4CCOCC4)c4c(c32)CCCC4)c1=O,0.1
COc1ccc(-n2nc3c(N4CCC(C(=O)NCc5ccco5)CC4)nnc(C)c3c2C)cc1,-3.9
COC(=O)/C=C1\N/C(=N/c2nc(C)c3cc(OC)ccc3n2)NC1=O,2.4
CCOC(=O)C1=C(Cc2ccc(OC)cc2)C(=O)c2ccccc2C1=O,-1.3
Cc1nnc(N2CCC(C(=O)NC3CCC(C)CC3)CC2)c2nn(-c3ccc(Cl)cc3)c(C)c12 (stereo unspecified),-0.8
Cc1cccn2c(=O)c(/C=N/O)c(N3CCCCC3)nc12,1.8
CC(C)COc1ccc(C(=O)Nc2ccc(NC(=O)c3ccco3)cc2)cc1,-0.9
COc1ccc(OC)c(NS(=O)(=O)c2ccc3c(c2)C(C)(C)C(=O)N3C)c1,1.1
COc1ccc(NC(=O)C2CCCN2S(=O)(=O)c2cccc3nsnc23)c(OC)c1 (stereo unspecified),0.9
CCOC(=O)[C@H]1[C@H]2COc3ccc(Cl)cc3[C@@H]2N2C(=O)[C@H](C)NC(=O)[C@@]12C,0.9
C#CCOCCOCCOCCNc1nc(N2CCN(C(=O)[C@H](CCCN=C(N)N)n3cc(C(N)[C@H](C)CC)nn3)CC2)nc(N2CCN(C(=O)[C@H](CCCN=C(N)N)n3cc(C(N)[C@@H](C)CC)nn3)CC2)n1 (stereo partly specified),2.3
CC(N=Cc1cccc(O)c1O)c1ccccc1 (stereo unspecified),6.4
CC(C)(C)OC(=O)NCc1ccc(NC(=O)c2nc[nH]c2C(=O)NCCNC(=O)c2[nH]cnc2C(=O)Nc2ccc(CNC(=O)OC(C)(C)C)cc2)cc1,0.7
C[C@]12CCC[C@H](O1)[C@H]([C@@H](O)c1ccccc1)O2,-1.3
C=CCOc1ccc(/C=C\c2nc(O)c([N+](=O)[O-])c(=O)[nH]2)cc1OC,2.5
COc1cc2cc(C(c3nnnn3C3CCCCC3)N(C)C3CCCCC3)c(=O)[nH]c2cc1OC (stereo unspecified),-3.9

# Other structures
SMILES,FXN GAA850 act
Cc1ccc(-c2nn(-c3ccccc3)cc2/C=C(\C#N)c2cccc(C#N)c2)o1,0.6
COCCCn1c(C)nc2c(c1=O)c1nc3ccccc3nc1n2CCc1ccccc1,0.9
Cc1[nH]c(=O)[nH]c(=O)c1S(=O)(=O)N1CCC(C(=O)N2CCN(Cc3ccccc3)CC2)CC1,0.1
c1cc2c3c(cccc3c1)C(N1CCCCC1)=N2,0.9
Cc1cc(OCC(=O)NC2CC2)c2c(C)cc(=O)oc2c1,-0.4
O=C(CSc1ccc2c(c1)OCCO2)Nc1ccc2c(c1)OCO2,-0.3
O=C1NN(c2cccc(Br)c2)C(=O)/C1=C/c1ccc(-c2cc([N+](=O)[O-])ccc2O)o1,-1.2
COc1cccc(-c2nc3c(c(SCC(=O)N4CCOCC4)n2)Cc2c(CO)cnc(C)c2O3)c1,-3.9
CS/C(=N\S(=O)(=O)c1ccc(N)cc1)NS(=O)(=O)c1cccs1,-1.6
COc1cc(N/C=C(\C(C)=O)c2ccccc2)cc(OC)c1,-1.8
CCCCCCc1nc(C(N)=O)c2[nH]c(=O)n(-c3ccccc3F)c2n1,1.6
CN1C(=O)C2(Oc3ccccc3C3CC(c4ccccc4)=NN32)c2ccccc21 (stereo unspecified),1.7
Cc1ccc(C(=O)Nc2cc3c(cc2N2CCCCC2)n(C)c(=O)n3C)cc1,3.7
CSc1ccc(/C=N/Nc2cccc(C(=O)O)c2)cc1,9.1*
Cc1cc(C)c(NC(=O)c2cccc3c2C(=O)N(C2CCCCC2)C3)c(C)c1,0.8
COc1ccc(-c2nnc(NC(=O)c3ccc(S(=O)(=O)N4CCc5ccccc5C4)cc3)o2)cc1,-1.4
O=C(CCCSc1ccc(Cl)cc1)Nc1ccccc1O,-1.3
C=CCOc1ccc(C2OC34CCCCC3C(C#N)(C#N)C2(C#N)C(=N)O4)cc1 (stereo unspecified),0.6
CC1CCCN(S(=O)(=O)c2ccc3c(c2)C(C)(C)C(=O)N3C)C1 (stereo unspecified),-0.5
CS(=O)(=O)c1ncc(Cl)c(C(=O)Nc2ccc(N3CCOCC3)cc2)n1,-4.6
COc1cccc2c1cc1c(=O)n(CC(=O)NC3CCCCC3)nc(C)n12,0.3
O=Cc1ccc(Sc2nnc(-c3ccccc3)o2)c([N+](=O)[O-])c1,0.1
Cc1ccc(-c2csc(NC(=O)c3ccc(-c4ccccc4)cc3)n2)o1,1.0
CCc1ccc(S(=O)(=O)/N=C2/C=C(Sc3ncn[nH]3)C(=O)c3ccccc32)cc1,-14
CCc1ccc(N2CSC3=C(C#N)C(c4cccs4)CC(=O)N3C2)cc1 (stereo unspecified),-1.4

# 4 entries from above, ordered by SMILES length, low to high:
SMILES,FXN GAA850 act
COC(=O)Cc1cc(=O)n2[nH]c(C(F)(F)F)nc2n1,-0.6
O=C(O)c1ccccc1Nc1ccc([N+](=O)[O-])c2nonc12,0.9
CS(=O)(=O)c1ncc(Cl)c(C(=O)Nc2ccc(N3CCOCC3)cc2)n1,-4.6
CCc1ccc(S(=O)(=O)/N=C2/C=C(Sc3ncn[nH]3)C(=O)c3ccccc32)cc1,-14

# Carrying on.
SMILES,FXN GAA850 act
Clc1ccc(-c2nc3cnccn3c2NC2CCCC2)cc1,1.0
O=C(NCc1ccc2c(c1)OCO2)c1ccc(N2C(=O)C3CCCCC3C2=O)cc1 (stereo unspecified),0.0
CC(C)CCNC(=O)NC(=O)COC(=O)/C=C/c1cc(Br)ccc1F,0.6
O=C1S/C(=C\c2ccc(N3CCOCC3)o2)C(=O)N1Cc1ccc(F)cc1,-1.3
O=C(NCC(O)c1ccccc1)c1ccc(Cl)c(S(=O)(=O)N2CCCC2)c1 (stereo unspecified),2.0
NC(=O)c1nsnc1-c1ccccc1O,-0.7
COc1cccc(OCCSc2nc(N)cc(N)n2)c1,0.8
COc1ccc(C(=O)N2CCN(c3ncccn3)CC2)cc1,2.3
N#Cc1cc2c(nc1SC1CC(=O)N(c3ccccc3)C1=O)CCC2 (stereo unspecified),-14
CCN(CC)c1ccc2c(c1)oc(=O)c1c(Cl)cc(=O)oc12,-3.2
CCOC(=O)CCS(=O)(=O)c1nc(-c2ccccc2)cc(C(F)(F)F)n1,4.3
COCOc1ccc(/C=C2/Oc3cc(OCOC)cc(OCOC)c3C2=O)c(OCOC)c1,0.9
CCOC(=O)/C=C/C(=O)Nc1cccc([N+](=O)[O-])c1,-1.8
CCN1CCN(CCCNC(=O)c2ccc3c(c2)N(Cc2ccc(C)cc2)CCS3)CC1,0.5
CC(=O)N/C(=C\c1ccc(Br)s1)C(=O)O,-0.5
CCCC(=O)N(CCN1CCOCC1)c1nc2c(OCC)cccc2s1,1.6
COc1cccc(/C=C2/Oc3ccccc3N(CC(=O)NCC3CCCO3)C2=O)c1 (stereo unspecified),-2.6
N#Cc1nnn(-c2ccc(Cl)cc2)c1N,1.3
CC(=O)n1cc([C@H]2C=C(C(=O)N3CCN(Cc4ccccc4)CC3)O[C@@H](OCCCCO)C2)c2ccccc21,-0.4
CCOC(=O)C1=C(C)NC(C)=C(C(=O)OCCNC(=O)c2cccnc2)C1c1cccc([N+](=O)[O-])c1 (stereo unspecified),6.6
CCOC(=O)/C(=C\c1ccc(OC(F)F)cc1)C1=Nn2c(nnc2-c2ccc(Cl)cc2)SC1,8.2*
Cc1cc(=O)n2[nH]c(C(F)(F)F)c(-c3ccccc3)c2n1,0.5
COC(=O)C1=C(C)N(Cc2ccccc2)C(=NCc2cccc(Cl)c2)N[C@H]1c1cccc(F)c1,-10
CCN1C(=O)[C@H]2[C@@H](c3ccc(C)cc3)N3C(=O)N(c4ccccc4)C(=O)[C@@]3(Cc3ccc(Cl)cc3)[C@H]2C1=O,-2.9
C[C@@H]1CN([C@H](C)CO)C(=O)c2cccc(NC(=O)NC3CCCCC3)c2O[C@@H]1CN(C)C(=O)Nc1ccc(C(F)(F)F)cc1,-1.1

# Continuation.
SMILES,FXN GAA850 act
COc1ccc2c(COC(=O)CCS(=O)(=O)c3ccccc3)cc(=O)oc2c1,-1.4
OC1(c2ccc3ccccc3c2)CCN(Cc2ccccc2)C1 (stereo unspecified),-0.1
CCOc1cc(/C=C2/C(=N)N3C(=NC2=O)SN=C3S(C)(=O)=O)ccc1OS(=O)(=O)c1ccccc1,1.5
CC(C)(C)OC(=O)NCc1ccc(NC(=O)c2nc[nH]c2C(=O)NCCCCNC(=O)c2[nH]cnc2C(=O)Nc2ccc(CNC(=O)OC(C)(C)C)cc2)cc1,-1.9
CCOc1cc(C2Nc3cccc4cccc(c34)N2)ccc1O,3.6
Cc1ccc(S(=O)(=O)N2CCC(=O)N(C(COCc3ccc(C(F)(F)F)cc3)C(C)C)CC2)cc1 (stereo unspecified),-2.0
CC(C)(C)c1ccc(C(=O)N2CCC(C(=O)NCc3ccncc3)CC2)cc1,2.2
CN1C(=O)[C@H]2[C@@H](c3ccc(F)cc3)N3C(=O)c4ccccc4NC(=O)[C@@]3(C)[C@H]2C1=O,1.3
Cc1cc(C)c(C)c(S(=O)(=O)N2CCN(c3ncnc4sc(C)c(C)c34)CC2)c1C,0.6
O=C(CCCc1ccccc1)NCc1ccccn1,-1.5
O=C(O)CCn1nc(-c2ccc(F)cc2)cc(Cc2ccccc2)c1=O,1.5
COc1ccc(-n2c(Cc3cc(=O)[nH]c(=O)[nH]3)nnc2SCc2ccccc2)cc1,2.2
S=C(NCCc1cccc(Cl)c1)NCc1ccccc1,-0.8
Cc1ccc(S(=O)(=O)Nc2ccc3nc(C)sc3c2)cc1,-0.5
CCCCCn1c(=O)[nH]c2cc(C(=O)NCCN3CCCCC3C)ccc2c1=O (stereo unspecified),0.2
COc1ccc(-c2csc3ncnc(N4CCN(c5ccccc5O)CC4)c23)cc1,1.2

# Already shown: five of the compounds above.
SMILES,FXN GAA850 act
COc1ccc(-c2csc3ncnc(N4CCN(c5ccccc5[N+](=O)[O-])CC4)c23)cc1,2.6
Cc1nc2c(OCc3cccc(Cl)c3)cccn2c1N(C)CC1CC1,-2.6
Cn1ccnc1SCC(=O)Nc1ccc(Br)cc1C(F)(F)F,2.6
O=C(O)c1ccccc1Nc1ccc([N+](=O)[O-])c2nonc12,0.9
O=C(NCc1ccccc1Br)c1cccc2c1C(=O)c1ccc(N3CCC(Cc4ccccc4)CC3)cc1S2(=O)=O,0.8
